KLK5 inh = blocks human kallikrein 5 protease activity; recombinant hK5, fluorogenic AMC substrate cleavage; 210,000 compounds, 0.59% hits; AID 873; Q9Y337; inhibition, % at 5 µM;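 active means inhibition of 40% or more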;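 further: 0% = enzyme controls without compound and 100% = no-enzyme blanks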
Runt-SMMHC FRET = Runt domain-CBFb-SMMHC interaction inhibition; Q01196+Q13951; 220,000 compounds, 0.74% hits; Cerulean-Runt/Venus-CBFb-SMMHC FRET ratio 530/480, 1 h; inhibition, % at 20 µM;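 active means mean inhibition across duplicate retests at 20 µM reaching about 50%, limit read from the data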;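 further: 0% = DMSO wells and 100% = wells with excess untagged CBFb-SMMHC; inhibitors lower the FRET ratio by blocking Runt binding to CBFb-SMMHC; some results filed as inactive read as strong as hits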
FXIIa inh = blocks human coagulation factor XIIa protease activity; P00748; AID 800; inhibition, % at 5 µM; purified FXIIa, Boc-QGR-AMC fluorogenic substrate, 2 h; 220,000 compounds, 0.3% hits; in the data active means inhibition above about 40%;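 further: 0% = enzyme with no compound and 100% = blank without enzyme; many of its hits are not listed in these tables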
Thrombin inh = thrombin (human) inhibition. alpha-thrombin, Boc-VPR-AMC fluorogenic substrate cleavage. inhibition, % at 5 µM. P00734. 220,000 compounds, 0.26% hits;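 active means inhibition at or above 40%; inactive means inhibition below 40%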;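 further: 0% = enzyme with no compound and 100% = wells without enzyme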
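Test system: human alpha-thrombin protein / Dosing: one concentration per compound, 5 µM, with 0.2% DMSO / Medium: pH 7.5 Tris-saline with Tween 20 / Benchmarks: no-compound enzyme wells and no-enzyme blanks / Read-out basis: percent inhibition of thrombin substrate cleavage / Timing: reaction at room temperature / Measured by: fluorescence, ex 355 nm, em 460 nm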
14-3-3 Bad PPI = disrupts binding of bovine 14-3-3 zeta to phospho-Bad peptide | TR-FRET 14-3-3zeta/Dy647-pBad peptide displacement, 1 h | inhibition, % at 21.7 µM | 220,000 compounds, 0.71% hits | AID 781;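 active means inhibition above about 70%, limit read from the data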;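 further: 0% = full 14-3-3 plus peptide FRET controls and 100% = background without 14-3-3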
Target sequence (P63103 whole entry, looked up): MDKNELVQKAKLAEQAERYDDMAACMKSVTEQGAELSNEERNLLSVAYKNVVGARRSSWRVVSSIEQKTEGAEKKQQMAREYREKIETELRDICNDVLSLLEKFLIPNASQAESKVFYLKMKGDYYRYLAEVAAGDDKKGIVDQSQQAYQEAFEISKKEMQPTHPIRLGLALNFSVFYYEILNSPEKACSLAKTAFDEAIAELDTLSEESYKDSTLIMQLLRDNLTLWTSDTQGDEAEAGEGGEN
Wee1 stabilizer = human Wee1 degradation inhibition, primary screen; P30291; 220,000 compounds, 1.2% hits; HeLa Luc-Wee1K328M stability, luciferase luminescence; 100% = proteasome inhibitor MG132 effect; reporter increase, % at 5 µM;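 active means activation above the mean of all tested compounds plus 3 SD, set per screening run, cut at about 8.8% in these data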;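 further: cells exposed to compound for 20 h before luminescence read; 0% = DMSO alone and 100% = MG132 at 30 µM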
Target sequence (P30291 whole entry K328M): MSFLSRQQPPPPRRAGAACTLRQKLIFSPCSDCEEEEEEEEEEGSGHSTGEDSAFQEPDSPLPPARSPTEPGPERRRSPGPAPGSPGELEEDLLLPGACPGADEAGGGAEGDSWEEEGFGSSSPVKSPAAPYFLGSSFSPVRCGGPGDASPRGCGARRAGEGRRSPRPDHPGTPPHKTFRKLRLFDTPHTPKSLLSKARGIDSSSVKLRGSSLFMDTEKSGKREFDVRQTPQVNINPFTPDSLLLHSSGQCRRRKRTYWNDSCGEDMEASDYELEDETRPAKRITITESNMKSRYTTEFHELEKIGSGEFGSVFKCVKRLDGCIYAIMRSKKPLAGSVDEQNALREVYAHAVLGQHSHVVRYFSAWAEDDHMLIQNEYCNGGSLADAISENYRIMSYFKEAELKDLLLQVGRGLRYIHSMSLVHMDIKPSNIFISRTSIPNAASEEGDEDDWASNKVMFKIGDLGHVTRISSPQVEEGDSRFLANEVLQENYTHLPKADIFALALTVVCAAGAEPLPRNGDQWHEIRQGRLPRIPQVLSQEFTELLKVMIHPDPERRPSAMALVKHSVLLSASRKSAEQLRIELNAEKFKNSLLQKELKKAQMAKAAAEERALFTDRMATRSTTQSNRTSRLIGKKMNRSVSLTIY
Hck Nef HTS = human Hck-Nef kinase inhibition; 220,000 compounds, 0.68% hits; P08631; inhibition, % at 20 µM; Recombinant Hck-YEEI plus Nef, Z-Lyte FRET kinase assay;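 active means Hck-Nef kinase inhibition above about 50%, limit read from the data; inactive means inhibition below that limit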;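 further: 0% = DMSO with Hck plus Nef and 100% = Hck alone without Nef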
FXIa inh = blocks human coagulation factor XIa protease activity; P03951; purified FXIa, Boc-Glu-Ala-Arg-AMC fluorogenic substrate; inhibition, % at 5 µM; 220,000 compounds, 0.14% hits;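 active means inhibition of at least 40%; inactive means inhibition below 40%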;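 further: fluorescence of freed AMC excited at 355 nm; 0% = enzyme without compound and 100% = no enzyme blank; many of its hits are not listed in these tables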
Runt-CBFb FRET = Runt domain-CBFb interaction inhibition; Q01196+Q13951; Cerulean-Runt/Venus-CBFb FRET ratio 530/480, 1 h; inhibition, % at 20 µM; 220,000 compounds, 0.46% hits;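 active means inhibition over about 50% at 20 µM in the single-dose screen, limit read from the data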;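 further: 0% = DMSO wells and 100% = excess unlabeled CBFb competitor control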
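System: Cerulean-labeled Runt domain protein | Quantity: 100 nM of each labeled protein | Schedule: 1 h compound exposure, room temperature | Detection: Fluorescence energy transfer, 422 nm excitation, 530/480 nm emission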
Active calls of the source: *; nt = not tested or not shown; [ ] = another dose, or the depositor's remark.

SMILES	KLK5 inh	Runt-SMMHC FRET	FXIIa inh	Thrombin inh	14-3-3 Bad PPI	Wee1 stabilizer	Hck Nef HTS	FXIa inh	Runt-CBFb FRET
COc1ccc(CC(=O)Nc2cccc(-c3nnc(-c4ccccc4)o3)c2)cc1OC	1	-2	0	-4	5	9	-2	-1	-2
COCc1cccc(N2C(=O)CC(C3C=C(C)C4C(=O)N(c5cccc(COC)c5)C(=O)C4C3)C2=O)c1 (stereo not drawn)	-3	0	9	3	-7	0	18	1	0
Cc1ccc(S(=O)(=O)NC(N)=NCCc2ccccc2)cc1C	-2	2	0	-9	0	-1	2	-8	-3
CCn1cc(C(=O)N2CCN(c3ccc(OC)cc3)CC2)c2cc(OC)c(OC)cc2c1=O	-4	4	3	-5	3	-3	25	-7	0
O=C1CC(N(Cc2ccco2)C(=O)Nc2ccc(F)cc2)C(=O)N1c1ccc(F)cc1 (stereo not drawn)	-13	0	1	4	-1[fluorescence artefact?]	3	0	3	0
O=C(NCC1CCCO1)C1c2ccccc2C(=O)N1Cc1ccc2c(c1)OCO2 (stereo not drawn)	-2	3	-3	-2	-4[fluorescence artefact?]	-2	1	-6	1
O=C(O)CNC(=S)N(Cc1ccco1)Cc1ccccc1Cl	6	2	12	-16	7	0	-1	3	17
Cn1c(C(=O)NC2CCCC2)cc2c(=O)n(C)c3ccccc3c21	32	0	-5	-7	6	-1	1	-9	-5
O=C(COC(=O)c1cc2ccccc2oc1=O)Nc1cccc(S(=O)(=O)N2CCCCCC2)c1	-14	-45	8	-2	10	-2	4	2	-22
O=C(NNC(=O)C1CCCCC1)c1ccco1	-10	-3	-9	-1	-11	2	-6	-2	0
CCOC(=O)c1sc(NC(=O)COC(=O)CNC(=O)C2CCCCC2)c(C(=O)OCC)c1C	-35	-4	1	-13	-2[fluorescence artefact?]	-2	4	-1	-12
Cc1cc([N+](=O)[O-])nn1CC(=O)N1CCN(Cc2ccccc2)CC1	1	-2	7	4	-4	-1	-8	2	1
OCCN(Cc1ccccc1)Cc1ccc(Cl)cc1	-7	1	5	-3	43	-2	3	-3	2
CC1=NN(S(=O)(=O)c2ccc(C)cc2)C(=O)c2ccccc2O1	1	1	15	2	5	0	24	2	0
CCOc1ccc(NC(=O)Nc2ccccc2C(N)=O)cc1	0	-4	5	-3	-5	-2	19	-2	0
COc1cccc(-c2nc(N3CCN(C)CC3)c3ccccc3n2)c1O	2	-1	7	0	-2	8	20	2	0
COC(=O)C1=C(N)Oc2cc(C)n(Cc3cccnc3)c(=O)c2C1c1ccccc1OC (stereo not drawn)	-17	1	10	-7	-3[fluorescence artefact?]	-1	-1	0	0
Cc1c(NC(=O)Cn2ccc([N+](=O)[O-])n2)c(=O)n(-c2ccccc2)n1C	-9	-6	-5	-6	1	-2	0	-21	1
Cc1ccc(CC2SC(=Nc3ccccc3)N(c3ccccc3)C2=O)cc1 (stereo not drawn)	-12	1	-1	-5	-3	1	3	0	-2
CC(/C=N/n1c(-c2ccc(C)cc2)n[nH]c1=S)=C\c1ccco1	-5	10	8	-2	-5[fluorescence artefact?]	0	6	4	13
O=C(COc1ccccc1F)Nc1nnc(-c2ccncc2)s1	2	2	8	-3	9[fluorescence artefact?]	4	2	-4	1
COc1ccccc1/C=C/C=N/NC(=O)c1ccc2nc[nH]c2c1	-11	0	6	3	-3	1	20	1	nt
CCCn1nnc(NC(=O)Cc2ccc(Cl)cc2)n1	-5	3	7	-3	-9	-1	7	-5	-1
O=C(CSc1cccc[n+]1[O-])Nc1cc([N+](=O)[O-])ccc1Cl	-1	-4	10	-4	-6	4	4	-4	0
Cc1ccc(-c2cnc3c(Cl)c(C)nn3c2)cc1	-1	-1	3	-5	25	1	19	-3	0
Remaining list, next part
SMILES	KLK5 inh	Runt-SMMHC FRET	FXIIa inh	Thrombin inh	14-3-3 Bad PPI	Wee1 stabilizer	Hck Nef HTS	FXIa inh	Runt-CBFb FRET
COc1ccc(N(Cc2cc(=O)[nH]c3ccccc23)C(=O)c2ccco2)cc1	-20	-5	4	-1	-4	0	0	-4	2
CCOC(=O)N/N=C\C=C\c1ccco1	-22	-13	3	-4	-11	6	5	-3	3
COc1cc2c(cc1OC)C(c1ccco1)CC(=O)N2 (stereo not drawn)	-1	1	11	-8	8	1	4	15	0
CCc1c(C)sc(NC(=S)N2CC(C)OC(C)C2)c1C(=O)OC (stereo not drawn)	nt	-3	11	-1	-6	-2	2	1	0
CCOc1ccc2cc(C3CC(c4ccco4)=NN3S(C)(=O)=O)c(Cl)nc2c1 (stereo not drawn)	-4	0	10	-5	2	-1	-178	5	-3
O=C(NCc1ccccc1Cl)C1CCC(CNc2c(N3CCOCC3)c(=O)c2=O)CC1 (stereo not drawn)	-1	1	3	-5	-3	-2	15	-3	-2
Cc1ccc(CCNC(=O)C2CCCN(C(=O)c3cc4sccc4n3C)C2)cc1 (stereo not drawn)	47*	1	7	28	-5	1	0	9	-2
Cc1occc1C(=O)NCc1ccc2c(c1)OCO2	-30	0	11	-2	11	1	1	10	0
Cc1ccc(S(=O)(=O)NCC(=O)N(CC(=O)NCc2ccco2)Cc2cccs2)cc1	4	-4	7	11	6[fluorescence artefact?]	-1	0	1	-1
CCCS(=O)(=O)N1CCC(C(=O)NCc2ccc(F)cc2)CC1	-17	29	29	2	-8	-2	5	22	16
CCN(CC(=O)NCc1ccc(F)cc1)Cc1cc(=O)n2ccsc2n1	-7	-2	3	-9	-8	-2	15	-3	0
Nn1c(COc2ccccc2)nc2ccccc2c1=O	4	-5	12	-3	6	2	6	1	2
COc1cc(/C=N/NC(=O)c2[nH]nc3c2CCc2ccccc2-3)ccc1O	2	-6	6	-3	1[fluorescence artefact?]	-2	3	1	-2
NNC(=O)COc1ccccc1[N+](=O)[O-]	0	0	5	-5	-12	3	18	20	0
Cc1nc2cc(C(=O)O)ccc2n1-c1ccccc1	-9	-3	4	-4	1[fluorescence artefact?]	1	0	0	1
Cc1cc(NC(=O)c2ccc(S(=O)(=O)N(C)C)cc2)no1	-21	5	10	-4	-3	-1	-1	-10	-2
Cc1nc2nc(SCC(=O)N3CCOCC3)nn2c(C)c1Cc1ccccc1	10	0	9	-2	9	0	2	-3	-2
CCCN1CCN(C(=O)c2cc(COc3ccc4ncccc4c3)on2)CC1	nt	-4	8	-2	-8	0	4	-1	0
Cc1[nH]c2ccccc2c1CCCO	-10	84	4	-10	-4	-3	-18	0	9
CC1CCCN(CCC(=O)Nc2ccccc2)C1 (stereo not drawn)	4	1	4	-10	2	2	21	0	0
CO/N=C/CC(=O)c1ccc(-c2ccccc2)cc1	-10	-3	5	5	-8	-1	-8	-3	-1
CS(=O)(=O)N(CC(=O)Nc1ccc(S(=O)(=O)N2CCCC2)cc1)c1ccccc1F	-13	1	17	-6	-20[fluorescence artefact?]	3	3	9	0
O=C(CSc1nnc2ccccn12)c1ccc(OC(F)F)cc1OC(F)F	-7	2	8	-4	-11	2	0	-2	0
CCc1c(C)nc(SCC(N)=O)c(C#N)c1C	-8	-4	24	-2	nt	-1	2	20	0
CC(OC(=O)c1cccc(S(=O)(=O)Nc2ccccc2F)c1)C(=O)NCc1ccc2c(c1)OCO2 (stereo not drawn)	-6	0	7	-4	-6	0	2	0	2
Following part.
SMILES	KLK5 inh	Runt-SMMHC FRET	FXIIa inh	Thrombin inh	14-3-3 Bad PPI	Wee1 stabilizer	Hck Nef HTS	FXIa inh	Runt-CBFb FRET
O=C(COC(=O)c1ccc([N+](=O)[O-])s1)NC(c1ccccc1)c1ccccc1	-16	2	3	-9	-9	0	10	4	-1
O=C(Nc1ccc(Nc2ccccc2)cc1)C1CC1	1	1	3	1	-6	-1	1	-14	0
C=CCSc1nnc(NC(=O)Cn2cnc3c2c(=O)n(C)c(=O)n3C)s1	7	1	5	0	-3	-1	-12	0	2
Cc1ccc(C(=O)NCCNc2nc3cc(C)c(C)cc3cc2C)cc1	-2	-6	9	7	-2	4	17	-1	-2
CN(C)S(=O)(=O)Oc1ccccc1C(=O)Nc1ccccc1Cl	-2	3	7	0	-6	-1	-7	0	1
CN1CCCC(OC(=O)COc2ccccc2)C1 (stereo not drawn)	-10	-11	-1	-1	-3	-2	-1	5	-1
Cc1cc2nc(SCCN3CCOCC3)[nH]c2cc1C	-8	-1	12	-3	2[fluorescence artefact?]	2	6	6	-5
COC(=O)C1C(=O)C2=C(CC1C)NC(=O)CC2c1ccc(O)c(OC)c1 (stereo not drawn)	3	-2	-10	-1	-3	-2	2	-1	-2
CCOC(=O)CSc1cc(C)nc(NC(C)=O)n1	-16	-4	11	-16	18	2	-2	0	-3
Cn1c(=O)n(CCCOc2ccc(Br)cc2)c2ccccc21	-7	-2	9	-4	4	2	0	-6	-4
CCN(CC)S(=O)(=O)c1cc(C(=O)OCC(=O)c2ccc3c(c2)NC(=O)CO3)ccc1Cl	0	-6	3	-6	-1	-1	1	-14	-6
CN(C)CCNC(=S)NC1CCCCC1	16	1	12	3	-5	1	-12	4	-1
CCCC(=O)Nc1c(C)nn(C(=O)CCC)c1C	-16	0	-2	-4	-14	0	0	-8	1
Cc1nc(OCc2c(C)noc2C)c2ccccc2n1	-5	48	1	-23	-6	-3	19	-11	0
CCOC(=O)CC(=O)CSc1n[nH]c(=O)[nH]c1=O	-3	1	1	-14	-10	-4	14	-4	1
O=C1OC(Cc2ccccn2)C(O)=C1C1=NCCCN1 (stereo not drawn)	-4	2	6	0	3	1	1	-2	1
Cc1ccc(S(=O)(=O)Nc2ccc(Cl)cc2C(=O)c2ccccc2)cc1	-7	-3	8	-4	2	-1	-1	6	2
O=C(/C(Cl)=C/Nc1ccc(Br)cn1)C(F)(F)F	-2	-8	7	-22	-11	-1	19	-6	1
O=C(CCN1CCOCC1)NCC1COc2ccccc2O1 (stereo not drawn)	-11	1	13	0	-4	3	-1	1	1
O=C(NC(NNc1ccc([N+](=O)[O-])cc1)(C(F)(F)F)C(F)(F)F)c1ccc(F)cc1	-23	-2	14	2	-16	2	2	9	-4
Cc1ccc(N2CC(=O)N(NC(=O)Nc3ccc(Cl)c(Cl)c3)CC2=O)cc1	-3	0	2	-5	-4	3	24	-4	-1
Cc1cc(C)c2c(c1)SC1=NC(c3ccccc3)(C(F)(F)F)NC(=O)N12 (stereo not drawn)	3	2	10	-2	3	1	-1	-19	-1
O=c1[nH][nH]cc1C=Nc1ccc(Cl)cc1Cl	5	-2	12	2	1	-3	16	5	2
CCOC(=O)c1ccc(NC(=S)NCCCn2ccnc2)cc1	-3	2	4	-12	-5	-4	18	-1	-1

Ordered by molar mass (low to high): part of the list above
SMILES	KLK5 inh	Runt-SMMHC FRET	FXIIa inh	Thrombin inh	14-3-3 Bad PPI	Wee1 stabilizer	Hck Nef HTS	FXIa inh	Runt-CBFb FRET
CCOC(=O)CC(=O)CSc1n[nH]c(=O)[nH]c1=O	-3	1	1	-14	-10	-4	14	-4	1
Cn1c(=O)n(CCCOc2ccc(Br)cc2)c2ccccc21	-7	-2	9	-4	4	2	0	-6	-4
C=CCSc1nnc(NC(=O)Cn2cnc3c2c(=O)n(C)c(=O)n3C)s1	7	1	5	0	-3	-1	-12	0	2
Cc1ccc(N2CC(=O)N(NC(=O)Nc3ccc(Cl)c(Cl)c3)CC2=O)cc1	-3	0	2	-5	-4	3	24	-4	-1
